M. tuberculosis HTS: M. tuberculosis growth inhibition, HTS (AID 449762) | M. tuberculosis H37Rv growth inhibition, 7H9 media; higher % means a stronger effect | one-dose inhibition, % at 25 µM; IC50 in µM for titrated hits | 330,000 tested, 0.59% active; in the data active means a potency from the dose series; inconclusive means inhibition above about 70% without an active follow-up result;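 further: bacterial growth assessed after seven days of incubation; strong numbers were not always called active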
inhibitors of VEEV: inhibitors of VEEV TC-83 cytopathic effect, confirmation, Vero cells (AID 588727); Vero cells, VEEV TC-83 cytopathic effect inhibition; higher % means a stronger effect; one-dose inhibition, % at 20 µM; IC50 in µM for titrated hits; 350,000 tested, 0.13% active; in the data active means a potency from the dose series; inconclusive means inhibition mostly from about 14% at the one dose, without a potency; inactive means the rest, 99 in 100 with inhibition below about 12%; further: strong numbers were not always called active
M. tuberculosis: growth inhibition of non-replicating M. tuberculosis (AID 488890); Mycobacterium tuberculosis non-replicating, growth inhibition; higher % means a stronger effect; one-dose inhibition, % at 25 µM; IC50 in µM for titrated hits; 320,000 tested, 0.39% active; in the data active means a potency from the dose series; inconclusive means inhibition mostly from about 82% at the one dose, without a potency; inactive means the rest, 99 in 100 with inhibition below about 76%;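 further: plate controls were DMSO cells for no effect and high antibiotic wells for full effect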
Salmonella PhoP GFP: PhoP regulon inhibitors, Salmonella typhi PhoP promoter GFP reporter, confirmatory (AID 1850); Salmonella Typhi PhoP-promoter GFP reporter, fluorescence, 4 h; higher % means a stronger effect; inhibition, % at 50 µM, or IC50 in µM where a hit was titrated; 310,000 tested, 0.33% active; in the data active means a potency from the dose series; inconclusive means inhibition mostly from about 25% at the one dose, without a potency; inactive means the rest, 99 in 100 with inhibition below about 19%;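 further: 0% = induced wells with vehicle and 100% = uninduced wells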
influenza NS1A: H1N1 influenza NS1A inhibitors, functional cell based assay (AID 504329) | NS1A functional cell-based assay, percent inhibition; higher % means a stronger effect | one-dose inhibition, % at 12.5 µM; IC50 in µM for titrated hits | 340,000 tested, 0.3% active; in the data active means a potency from the dose series; inconclusive means inhibition above about 27% without an active follow-up result; further: strong numbers were not always called active
inhibitors of VEEV 10K pilot screen: also measured in inhibitors of VEEV; calls as there; inhibition, %; measured here: 10K pilot screen inhibition
* hit, by the source's call; i = inactive; ? = inconclusive; / = no result given.

SMILES	M. tuberculosis HTS	inhibitors of VEEV	M. tuberculosis	Salmonella PhoP GFP	influenza NS1A	others
Cc1c(OC(C(=O)O)c2ccccc2)ccc2c(-c3ccccc3)cc(=O)oc12 (stereo not drawn)	10%	1.1%	-9%	13%	-5%
COc1cccc(CNCCc2c[nH]c3ccccc23)c1OCc1ccc(F)cc1	?	3.5%	i	-6%	13%
COc1ccccc1N1C(=O)S/C(=C\c2ccc(C)s2)C1=O	-4%	0.1%	4%	21%	4%
CC(=O)c1ccc(CCCCc2ccc(C(C)=O)cc2)cc1	/	2.2%	/	/	-18%
COCc1cc(C)nc(SCC[N+](C)(C)CC(=O)Nc2cccc(C)c2)c1C#N	10%	1.0%	34%	2%	0%
CC1CCN(C(=O)CC(NC(=O)c2ccccc2Cl)c2ccccc2)CC1 (stereo not drawn)	-7%	1.6%	-10%	-15%	26%
Cc1ccc(S(=O)(=O)NC(C)(C)CN2CCNCC2)cc1	6%	i	8%	-7%	14%
COc1cc(/C=C/[N+](=O)[O-])ccc1OC(=O)c1cc2ccccc2oc1=O	8%	9.4%	38%	7%	0%
Cc1cccc2sc(N(CCCN(C)C)C(=O)c3ccc(Cl)s3)nc12	1%	7.1%	36%	8%	-25%
Cc1ccc(S(=O)(=O)N(C)C)cc1NC(=O)COC(=O)c1ccc2c(=O)n3c(nc2c1)CCC3	-1%	1.5%	-2%	2%	-3%
Cn1c(O)c(N=NC(=O)c2ccccc2O)c2ccccc21	67%	10%	73%	-6%	-1%
COc1ccccc1N1CCN(CC(=O)Nc2ccnn2C2CCCC2)CC1	-11%	0.9%	2%	/	-7%
O=C(c1cc(F)ccc1F)C1CCCN(Cc2ccc3nonc3c2)C1 (stereo not drawn)	6%	0.5%	i	-1%	-5%
COc1cc(/C=N/Nc2nc3c(c(=O)n(C)c(=O)n3C)n2Cc2ccccc2)ccc1OC(=O)c1ccco1	-7%	5.2%	18%	-7%	17%
CC(O)CNc1nc2sc3c(c2c(=O)n1Cc1ccco1)CCCCC3 (stereo not drawn)	22%	3.4%	35%	3%	1%
CCCOC(=O)c1cc(-c2ccc(/C=C3/C(=O)N(C)C(=O)C(C#N)=C3C)o2)ccc1Cl	9%	i	?	9%	4%
COc1cccc(CC(=O)Nc2sc3c(c2C(N)=O)CCCC3)c1	-7%	1.7%	3%	7%	-1%
O=C(Nc1cccc2ccccc12)N1CCCN(c2c(Cl)cncc2Cl)CC1	12%	8.6%	-4%	-13%	0%
Cc1nc(SCC(=O)Nc2ccc(S(=O)(=O)N3CCOCC3)cc2)c2c(C)c(C)sc2n1	8%	6.0%	5%	/	-6%
CC(=O)Nc1ccc(S(=O)(=O)N2CCC(NC(=O)C(Cc3cccc(F)c3)NC(C)=O)CC2)cc1 (stereo not drawn)	1%	0.3%	-7%	6%	-2%
CCOc1ccc(NC(=O)c2nsc(Cl)c2Cl)cc1	0%	0.7%	54%	4%	-2%
Cc1cc(C)nc(N2CCC(C(=O)NNC(=O)c3ccc(Cl)cc3)CC2)n1	-7%	0.1%	-6%	5%	3%
CCCOc1ccc(C2C(C(=O)c3ccc(C)o3)=C(O)C(=O)N2CCN2CCOCC2)cc1OC (stereo not drawn)	-4%	1.7%	-9%	1%	3%
COc1ccc(C/C(N)=N/OC(=O)c2ccc(Cl)cc2)cc1	12%	0.8%	20%	-3%	-2%
CCc1ccc(C(=O)NNC(=O)c2ccc3c(=O)n4c(nc3c2)CCC4)cc1	-6%	1.7%	-10%	-7%	2%
COc1ccc(C2NC(=O)c3ccccc3O2)cc1 (stereo not drawn)	2%	2.1%	-10%	-2%	-6%
O=[N+]([O-])c1ccc(Oc2ccc(/C=N/O)cc2)nc1	2%	2.1%	41%	7%	1%
CCC1CCCCN1C(=S)NC(=O)c1cc(S(=O)(=O)N2CCOCC2)ccc1C (stereo not drawn)	-2%	0.2%	-7%	-2%	14%
O=C(CCCN1C(=O)NC2(CCCC2)C1=O)Nc1ccc(F)cc1	0%	1.3%	-1%	/	-8%
Cc1sc2nc(CN3CCOCC3)nc(Cl)c2c1C	-8%	4.3%	-4%	-1%	-1%
CN(C(=O)c1ccco1)c1nc(-c2ccc(F)cc2)cs1	3%	2.8%	14%	-1%	-1%
COc1ccc(CCNC(=O)C2CC3Cn4c(nc5ccccc54)C3N2C)cc1 (stereo not drawn)	0%	0.1%	8%	-4%	2%
CC1(C)CC(=O)c2cc3c(nc2C1)CC(C)(C)CC3=O	-2%	0.6%	3%	-2%	-14%
CCN(CCCNC(=O)c1ccc(N2CCCC2=O)cc1)c1cccc(C)c1	1%	i	-1%	-5%	7%
CN(C)/C=N/c1ncc(C(=O)c2ccc(Cl)cc2)s1	-14%	1.4%	9%	43%	-7%
O=C(N/N=C/c1coc2ccccc2c1=O)c1cc(Br)c(O)c(Br)c1	3%	0.4%	18%	14%	-8%
Cc1cc(N2CCOCC2)cc(C)[n+]1[O-]	-14%	2.3%	-1%	-4%	-1%
COc1ccc(NC(=O)/C(C#N)=C/c2ccc(OCc3ccccc3F)cc2)cc1	-5%	1.0%	70%	1%	2%
O=C(c1ccc2c(c1)OCO2)N1CCN(S(=O)(=O)c2ccc(Br)cc2Cl)CC1	-12%	5.1%	26%	/	-12%
CC(C)Cc1cc(CNC(=O)C2CCC(=O)N(CCc3cccc(F)c3)C2)on1 (stereo not drawn)	-1%	0.2%	-3%	-4%	-3%
O=C(c1ccc(S(=O)(=O)N2CCOCC2)cc1)N(Cc1ccco1)Cc1cccs1	-11%	3.6%	14%	-1%	12%
CC[C@]12C(=O)N(C)C[C@H]([C@@H]3C(=O)N(C)C(=O)[C@@H]31)N2C(=O)c1ccc(Cl)c(Cl)c1	/	0.3%	/	/	9%
COc1cccc(C2SCC(=O)N2c2ccc(Cl)cc2)c1OC (stereo not drawn)	5%	0.2%	13%	-6%	9%
c1ccc(Cc2nn3c(-c4ccncc4)nnc3s2)cc1	-1%	0.6%	20%	-1%	1%
CCCS(=O)(=O)n1nc(-c2ccc(C)cc2)cc1N	5%	0.4%	4%	/	1%
CC(=O)N1CCc2cc(Br)cc(S(=O)(=O)NCCCN3CCCC(C)C3)c21 (stereo not drawn)	-3%	1.1%	5%	1%	2%
CCCC(=O)N1CCN(c2nnc(-c3ccccc3)c3ccccc23)CC1	-1%	0.7%	79%	0%	-5%
COCCCNC(=O)c1c(N)n(Cc2ccco2)c2nc3ccccc3nc12	15%	6.6%	1%	-6%	/
Cc1ccccc1OCC(=O)NC1=NCCS1	1%	3.3%	1%	-3%	-1%
CCCCOC(=O)N/N=C/C=C/c1ccccc1	-2%	2.1%	-9%	-3%	7%
Cc1cc(C)n(-c2ccc([N+](=O)[O-])cc2-c2nn[nH]n2)n1	-5%	i	-4%	-9%	-5%
COc1ccc(CCN2C(=O)c3ccccc3NC2c2cc(Cl)c(O)c(OC)c2)cc1 (stereo not drawn)	4%	8.0%	60%	-14%	-1%
O=C(Nc1nc2ccccc2[nH]1)c1ccc(Br)o1	?	7.7%	?	21%	-3%
O=S(=O)(Cc1ccccc1)N1CCc2ccccc21	-2%	/	12%	10%	/
CC(C)Oc1ccc(S(=O)(=O)N(C(C)C)C(C)C)cn1	-1%	0.5%	-6%	13%	-3%
CSCCC(NS(=O)(=O)c1ccc(Cl)cc1)C(=O)OCC(=O)c1c(C)[nH]c2ccccc12 (stereo not drawn)	-2%	7.1%	49%	-6%	-8%
COc1ccc(N2CCN(C(=O)CN3CCN(C(c4ccccc4)c4ccccc4)CC3)CC2)cc1	65%	0.4%	31%	-2%	14%
O=C(Cc1cccs1)N1CCN(c2ccc([N+](=O)[O-])cc2)CC1	3%	i	17%	-9%	5%
Cc1nc(SCC(=O)N2CCNC2=O)c2ccccc2n1	0%	2.1%	-6%	/	-1%
CSC1=NCCN1S(=O)(=O)c1ccc(NC(C)=O)cc1	1%	0.1%	-4%	8%	-7%

The final five compounds of the section before lead into the next.
SMILES	M. tuberculosis HTS	inhibitors of VEEV	M. tuberculosis	Salmonella PhoP GFP	influenza NS1A	others
CSCCC(NS(=O)(=O)c1ccc(Cl)cc1)C(=O)OCC(=O)c1c(C)[nH]c2ccccc12 (stereo not drawn)	-2%	7.1%	49%	-6%	-8%
COc1ccc(N2CCN(C(=O)CN3CCN(C(c4ccccc4)c4ccccc4)CC3)CC2)cc1	65%	0.4%	31%	-2%	14%
O=C(Cc1cccs1)N1CCN(c2ccc([N+](=O)[O-])cc2)CC1	3%	i	17%	-9%	5%
Cc1nc(SCC(=O)N2CCNC2=O)c2ccccc2n1	0%	2.1%	-6%	/	-1%
CSC1=NCCN1S(=O)(=O)c1ccc(NC(C)=O)cc1	1%	0.1%	-4%	8%	-7%
Cc1ccc(S(=O)(=O)N(C)C)cc1NC(=S)N1CCCCC1CO (stereo not drawn)	-5%	0.2%	13%	2%	1%
COc1cc(Cl)c(C)cc1NC(=O)CC1CCCC1	0%	2.0%	22%	-1%	-1%
Cc1c(NC(=O)c2cc3c(s2)-c2ccccc2OC3)cccc1[N+](=O)[O-]	9%	0.4%	6%	7%	-6%	inhibitors of VEEV 10K pilot screen=9.5
COc1ccc(F)cc1S(=O)(=O)Nc1cc2c3c(c1)CCC(=O)N3CCC2	-3%	1.3%	1%	4%	-10%
Cc1cc(C)cc(NC(=O)CSc2nc3ccccc3nc2N2CCCCC2)c1	-4%	3.4%	-7%	4%	-14%	inhibitors of VEEV 10K pilot screen=1.4
Cc1cccc2[nH]c(CN(C)C(=O)C3CCC(=O)N(CCc4ccccc4)C3)nc12 (stereo not drawn)	-5%	0.7%	15%	-4%	-6%
O=C(NCCS(=O)(=O)N1CCN(c2ccccc2F)CC1)c1cccc(Br)c1	-1%	2.1%	0%	4%	-14%
Cc1onc(-c2ccccc2)c1C(=O)N1CCOC12CCN(c1cccc(F)n1)CC2	-4%	6.6%	21%	7%	3%
CCN1CCN(c2nc3ccccn3c(=O)c2C=O)CC1	-1%	0.5%	-18%	-3%	-3%
Cc1onc(-c2c(F)cccc2Cl)c1C(=O)Nc1sc2c(c1C(N)=O)CCC2	-6%	i	5%	-6%	5%
CCN(CC(=O)Nc1ccccc1C(F)(F)F)C(=O)c1ccc(=O)n(Cc2ccccc2)n1	-15%	4.6%	-1%	-7%	-9%
O=[N+]([O-])c1cccc(S(=O)(=O)N2CN(c3ccc(Br)cc3)c3nc4ccccc4nc32)c1	9%	3.1%	14%	/	1%
CCOC(=O)C1=C(c2ccccc2)N=C2SCC(=O)N2C1c1ccc(OC)c(OC)c1 (stereo not drawn)	-8%	0.5%	-15%	9%	11%
O=C(c1ccccc1F)N1CCN(S(=O)(=O)c2ccc(Br)cc2)CC1	9%	5.0%	7%	-4%	4%
CC(C)NC(=O)NC(=O)COC(=O)c1ccc(S(=O)(=O)Nc2ccccc2)cc1	-1%	1.5%	8%	-1%	-3%
O=C(O)c1cn(-c2ccccc2)nc1C(=O)O	-4%	0.7%	-6%	16%	-8%
Cc1cc(-n2c(C)cc(C(=O)CN3C(=O)C(=O)N(C)C3=O)c2C)no1	0%	1.2%	-12%	/	3%
CC1CCN(S(=O)(=O)c2ccc(C(=O)Nc3nnc(C4CC4)o3)cc2)CC1	?	12%	?	-8%	-20%
COc1ccc(Cl)cc1NC(=O)Cn1c(NCCO)nc2ccccc21	-5%	0.7%	6%	0%	4%
Oc1cc2c(cc1O)[C@@H](c1ccccc1)CNCC2	/	0.1%	/	3%	0%
CNC(=O)CO/N=C/c1ccc(N(C)C)cc1	1%	0.9%	3%	1%	-4%
COc1ccc(C(=O)NNC(=O)CSc2nc3c(c(=O)n(C)c(=O)n3C)n2C)cc1	1%	0.4%	7%	5%	6%
Cc1ccc2nc(Nc3ccc(F)cc3)c3nncn3c2c1	8%	i	-8%	-1%	-14%
N#CCCC1CCCC=C1N(Cc1ccccc1)C(=O)C(Cl)Cl (stereo not drawn)	-5%	0.0%	-4%	0%	/
Cc1ccc(OC(=O)CCC(=O)OCCCC(F)(F)C(F)(F)F)cc1	-9%	2.0%	-11%	-6%	1%	inhibitors of VEEV 10K pilot screen=1.9
O=C1NC2(CCCCC2)NN1c1ccccc1	?	1.4%	19%	-19%	1%
COCCN(C(=O)c1sc2ccccc2c1Cl)c1c(N)n(CC(C)C)c(=O)[nH]c1=O	-5%	i	-2%	/	5%

Retrieved by compound from above:
SMILES	M. tuberculosis HTS	inhibitors of VEEV	M. tuberculosis	Salmonella PhoP GFP	influenza NS1A	others
COc1ccc(Cl)cc1NC(=O)Cn1c(NCCO)nc2ccccc21	-5%	0.7%	6%	0%	4%
Cc1cc(-n2c(C)cc(C(=O)CN3C(=O)C(=O)N(C)C3=O)c2C)no1	0%	1.2%	-12%	/	3%
